High-throughput results (PubChem)
NOD2-RIPK2 inh = NOD2-RIPK2 protein interaction inhibition. O43353. CHO BLA complementation NOD2-RIPK2, CCF4 ratio. inhibition, % at 4.98 µM. 0.38% of 360,000 active. AID 624267; in the data active = inhibition above about 21%;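 note: 0% = vehicle only and 100% = reference blocker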
SRC1 inh = inhibits human SRC1 coactivator | HEK293 GAL4-SRC1 luciferase reporter, luminescence | AID 588354 | 0.12% of 360,000 active | inhibition, % at 3.6 µM;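 active = inhibition above the campaign mean plus 3 SD, with each screening campaign given its own cutoff, cut at about 60% in these data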;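 note: 0% = DMSO treated cells and 100% = gossypol at 36 µM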
NR5A2 inv ag = suppresses constitutive activity of human LRH-1 | inhibition, % at 3.6 µM | 0.13% of 360,000 active | HEK293T StAR-luciferase reporter, LRH-1 transfected, 24 h | O00482 | AID 602396;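 active = inhibition above the mean inhibition of all tested compounds plus 3 SD, cut at about 73% in these data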;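 note: 0% = DMSO wells and 100% = reporter-only cells lacking LRH-1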
ABHD5 PLIN5 PPI = blocks binding of human ABHD5 to perilipin-5. Split G. princeps luciferase complementation, luminescence, 4 h. inhibition, % at 4 µM. 0.78% of 360,000 active;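 active = inhibition above the mean inhibition across every tested compound plus 3 SD, cut at about 22% in these data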;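 note: 0% = DMSO only wells and the 100% control is not disclosed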
NR2F2 inh = NR2F2 (human) inhibition, primary screen; 0.7% of 370,000 active; inhibition, % at 8.6 µM; HEK293T NGFI-A luciferase reporter, luminescence; P24468;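 active = inhibition above a per-plate cutoff, mean inhibition of test wells between control levels plus 3 SD, cut at about 38% in these data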;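 note: cells cotransfected with COUP-TFII expression vector driving the NGFI-A reporter; 0% = median of COUP-TF2 test wells and 100% = reporter-only cells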
TLR9-MyD88 inh = inhibitors of human TLR9-MyD88 binding; CHO BLA complementation TLR9-MyD88, CCF4 FRET ratio; 0.21% of 340,000 active; AID 504734; inhibition, % at 4.98 µM;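 active = inhibition above the mean over all tested compounds plus 3 SD, cut at about 21% in these data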;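 note: 0% = DMSO only wells and 100% = clavulanate BLA inhibitor control wells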
Target sequence (Q99836 whole entry, looked up): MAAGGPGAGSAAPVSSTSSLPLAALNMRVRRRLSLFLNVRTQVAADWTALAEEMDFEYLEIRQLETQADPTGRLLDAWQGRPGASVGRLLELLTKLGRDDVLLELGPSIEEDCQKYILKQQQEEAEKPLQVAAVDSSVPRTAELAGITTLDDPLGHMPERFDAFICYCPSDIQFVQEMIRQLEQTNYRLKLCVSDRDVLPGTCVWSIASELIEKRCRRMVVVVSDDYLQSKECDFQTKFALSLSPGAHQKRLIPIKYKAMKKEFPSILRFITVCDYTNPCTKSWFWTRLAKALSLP
Target sequence (Q9NR96 whole entry, looked up): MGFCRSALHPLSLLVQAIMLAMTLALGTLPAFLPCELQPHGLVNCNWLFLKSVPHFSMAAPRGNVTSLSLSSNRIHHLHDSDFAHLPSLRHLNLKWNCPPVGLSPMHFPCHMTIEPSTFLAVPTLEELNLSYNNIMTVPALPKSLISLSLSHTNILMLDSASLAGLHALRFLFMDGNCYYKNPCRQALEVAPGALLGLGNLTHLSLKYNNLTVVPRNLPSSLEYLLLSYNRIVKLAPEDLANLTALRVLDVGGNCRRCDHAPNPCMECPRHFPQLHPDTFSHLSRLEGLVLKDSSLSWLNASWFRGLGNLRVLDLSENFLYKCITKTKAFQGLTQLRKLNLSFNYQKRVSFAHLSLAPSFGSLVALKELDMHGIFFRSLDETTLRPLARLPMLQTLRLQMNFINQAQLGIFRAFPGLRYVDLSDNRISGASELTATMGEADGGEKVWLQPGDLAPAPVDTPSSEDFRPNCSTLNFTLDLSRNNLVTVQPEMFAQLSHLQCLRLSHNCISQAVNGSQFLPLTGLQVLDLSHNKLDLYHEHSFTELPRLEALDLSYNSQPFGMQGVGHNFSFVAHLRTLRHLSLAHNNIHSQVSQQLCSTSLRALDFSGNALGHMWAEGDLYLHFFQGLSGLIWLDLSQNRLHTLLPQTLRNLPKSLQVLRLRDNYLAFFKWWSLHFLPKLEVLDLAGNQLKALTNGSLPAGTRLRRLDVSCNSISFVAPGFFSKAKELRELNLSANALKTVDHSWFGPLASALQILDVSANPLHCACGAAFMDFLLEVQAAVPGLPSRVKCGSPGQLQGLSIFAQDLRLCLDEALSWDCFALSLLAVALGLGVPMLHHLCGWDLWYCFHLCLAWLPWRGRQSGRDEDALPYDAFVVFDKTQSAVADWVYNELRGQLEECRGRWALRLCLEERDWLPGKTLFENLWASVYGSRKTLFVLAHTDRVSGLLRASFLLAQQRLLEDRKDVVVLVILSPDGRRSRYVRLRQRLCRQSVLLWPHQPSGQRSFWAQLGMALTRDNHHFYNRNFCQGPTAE
Exocytosis inh = lytic granule exocytosis inhibition; 0.66% of 360,000 active; inhibition, % at 10 µM; AID 651702; TALL-104 LAMP-1 surface exposure, flow cytometry; cells stimulated with thapsigargin and PMA;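 active = inhibition above about 55%, limit read from the data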
TWEAK-Fn14 inh = inhibitors of TWEAK-Fn14 interaction signaling; TWEAK-stimulated Fn14 reporter cells, luciferase luminescence, 8 h; inhibition, % at 10 µM; 2% of 360,000 active; AID 1159606; in the data active = inhibition above about 50%
TROY signal inh = inhibitors of TROY-dependent NF-kB signaling. 0.98% of 360,000 active. AID 1347056. Q293 LMP1-TROYcd NF-kB luciferase reporter, 4 h. inhibition, % at 10 µM;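 active = compounds whose plate-normalised and pattern-corrected inhibition of the luciferase reporter signal at the single screening dose is 50% or more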
SRC2 inh = inhibits human steroid receptor coactivator 2; Q15596; HEK293 GAL4-SRC2 luciferase reporter, luminescence; inhibition, % at 9 µM; 0.17% of 370,000 active;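 active = inhibition above the mean inhibition of all tested compounds plus 3 SD, set per campaign, cut at about 52% in these data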;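 note: 0% = DMSO treated cells and 100% = cells given Gossypol at 36 µM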
SRC3 inh = inhibitors of human steroid receptor coactivator 3 (SRC3) | inhibition, % at 3.6 µM | 0.17% of 360,000 active | Q9Y6Q9 | HEK293 GAL4-SRC3 luciferase reporter, luminescence;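 active = inhibition above a per-campaign cutoff, the mean of all compounds plus 3 SD, cut at about 60% in these data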;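 note: 0% = DMSO-treated cells and 100% = gossypol-treated cells at 36 µM; higher means less SRC3-driven luciferase light from the GAL4 reporter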
The depositor's hits bear a star; x = no result given.

item	SMILES	NOD2-RIPK2 inh	SRC1 inh	NR5A2 inv ag	ABHD5 PLIN5 PPI	NR2F2 inh	TLR9-MyD88 inh
1	Cc1ccc(C[n+]2c(-c3ccc(C)cc3)cc(-c3ccc(C)cc3)cc2-c2ccc(C)cc2)cc1	13	68*	95*	38*	x	2
2	CCOC(=O)c1c(N)n(CCCOC(=O)c2ccco2)c2nc3ccccc3nc12	2	4	21	-8	22	-5
3	CNC(=O)Oc1ccc(C(=O)N2c3ccccc3NC(=O)C2C)cc1 (stereo not drawn)	-5	-1	-12	1	2	2
4	Cc1nc(-c2cccc(CN(C)C(=O)Oc3ccc([N+](=O)[O-])cc3)c2)no1	5	x	22	2	7	x
5	CC(C)C1C(C#N)=C(N)Oc2c1c(=O)oc1ccccc21 (stereo not drawn)	-15	0	-11	3	14	6
6	Oc1ccc(CCN2CCCCC2)cc1	1	-12	9	9	-14	-1
7	COc1cc([C@H]2OC[C@H]3[C@@H]2CO[C@@H]3c2cc(OC)c(O[C@@H]3O[C@H](CO)[C@@H](O)[C@H](O)[C@H]3O)c(OC)c2)cc(OC)c1O[C@H]1O[C@@H](CO)[C@H](O)[C@@H](O)[C@@H]1O	-1	-3	-18	10	-8	-5
8	O=C(NN=Cc1ccc(N(CCCl)CCCl)cc1Cl)c1cccnc1	1	-14	-9	-3	-10	-12
9	O=C(OC1CC2CCC(N2)C1C(=O)O)c1ccccc1 (stereo not drawn)	6	7	-39	0	0	-5
10	CN1C(=O)C2C[C@@]3(Br)c4ccccc4N(OOSc4ccccc4)[C@H]3N2C(=O)[C@@H]1Cc1ccccc1 (stereo partly drawn)	6	-15	-8	6	12	-10

item	Exocytosis inh	TWEAK-Fn14 inh	TROY signal inh	SRC2 inh	SRC3 inh
1	-7	92*	42	x	83*
2	3	7	4	-9	4
3	-7	17	-1	-4	16
4	-2	0	3	8	x
5	-11	-2	4	15	-22
6	-6	19	-7	8	2
7	5	-4	2	4	3
8	4	-7	19	8	-9
9	0	0	-7	20	6
10	1	2	-8	-2	-6

(next part)
item	SMILES	NOD2-RIPK2 inh	SRC1 inh	NR5A2 inv ag	ABHD5 PLIN5 PPI	NR2F2 inh	TLR9-MyD88 inh
11	COP(=O)(/C=C(\Cl)c1ccccc1)/C=C(\Cl)c1ccccc1	-7	-5	13	8	-16	-7
12	O=C(Cc1ccccc1)OCC(=O)c1ccc(F)cc1	-2	-25	20	-3	-3	11
13	O=C1NC(=S)NC(=O)C1C1CCCCC1	5	12	18	1	-12	1
14	COC(=O)C1=C(c2ccc(F)cc2OCc2ccccc2)C[C@@H]2CC[C@H]1N2C(=O)NC1CC1	-5	-12	-9	-6	2	2
15	CCOP(=O)(OCC)C(NC(=O)c1cccc([N+](=O)[O-])c1)C(Cl)(Cl)Cl (stereo not drawn)	-5	22	11	3	11	3
16	COC(=O)C1=C(c2cccc(C#N)c2)C[C@@H]2CC[C@H]1N2C(=O)NC1CCCCC1	3	4	-31	5	-26	-3
17	COc1cc2c(cc1OC)C13CCN4CC5=CCOC6CC(=O)N2C1C6C5CC43 (stereo not drawn) (tested in a mixture with another compound)	1	9	6	-1	22	5
18	Clc1ccccc1CN1CCN(c2ccccc2Cl)CC1	-6	-4	12	-5	7	-3
19	CCOc1ccc2nc(N3CCC(C(=O)N4CCC5(CC4)OCCO5)CC3)sc2c1	0	-49	-73	1	-24	0
20	CCCOP(=O)(O)c1c([N+](=O)[O-])cc(C(F)(F)F)cc1[N+](=O)[O-] (tested in a mixture with another compound)	0	-22	8	2	-11	4

item	Exocytosis inh	TWEAK-Fn14 inh	TROY signal inh	SRC2 inh	SRC3 inh
11	-7	-7	-1	6	-29
12	-2	-17	-27	-10	-15
13	-4	4	19	-8	19
14	2	-9	-39	-1	10
15	1	-7	-12	6	25
16	12	6	-1	16	-7
17	1	-7	3	-6	32
18	-4	0	5	-2	-1
19	-2	10	-46	-36	-51
20	-2	-10	-43	0	-3

Molecules shown so far with fluorine, in the order listed:
item	SMILES	NOD2-RIPK2 inh	SRC1 inh	NR5A2 inv ag	ABHD5 PLIN5 PPI	NR2F2 inh	TLR9-MyD88 inh
12	O=C(Cc1ccccc1)OCC(=O)c1ccc(F)cc1	-2	-25	20	-3	-3	11
14	COC(=O)C1=C(c2ccc(F)cc2OCc2ccccc2)C[C@@H]2CC[C@H]1N2C(=O)NC1CC1	-5	-12	-9	-6	2	2
20	CCCOP(=O)(O)c1c([N+](=O)[O-])cc(C(F)(F)F)cc1[N+](=O)[O-] (tested in a mixture with another compound)	0	-22	8	2	-11	4

item	Exocytosis inh	TWEAK-Fn14 inh	TROY signal inh	SRC2 inh	SRC3 inh
12	-2	-17	-27	-10	-15
14	2	-9	-39	-1	10
20	-2	-10	-43	0	-3

Next part.
item	SMILES	NOD2-RIPK2 inh	SRC1 inh	NR5A2 inv ag	ABHD5 PLIN5 PPI	NR2F2 inh	TLR9-MyD88 inh
21	NNC(=O)c1nc[nH]c1C(=O)Nc1ccc(Cl)cc1C(=O)c1ccccc1	-5	-1	-8	9	-16	3
22	CN(C)C1C(=O)C(C(N)=O)=C(O)C2(O)C(=O)C3=C(O)c4c(O)cccc4C(C)(O)C3C(O)C12 (stereo not drawn)	-1	2	-8	7	-34	-3
23	O=c1[nH]c(O)c(C=NCCc2ccccc2)c(=O)[nH]1	-16	-61	5	-2	17	1
24	CCCCn1c(O)c(C(=O)/C=C/c2c[nH]c3ccccc23)c(=O)[nH]c1=O	-5	2	2	-3	11	-1
25	COc1ccc(C(=O)C2CCCN(CCO)C2)c(C)c1 (stereo not drawn)	-7	-11	-18	1	21	-5
26	Nc1ccccc1C(=O)c1ccccc1	11	-33	-7	4	-4	-2
27	CCOc1cc(C=O)ccc1O	-1	16	55	-1	7	-1
28	C=Cn1ccnc1P(=S)(c1nccn1C=C)c1nccn1C=C	3	12	-12	-4	1	0
29	COc1ccccc1-n1c(O)c(C=NCc2ccc3c(c2)OCO3)c(=O)[nH]c1=O	-8	8	-1	-1	-7	-1
30	CC(C)C12CN3CC(C(C)C)(CN(C1)C3c1cccnc1)C2=O (stereo not drawn)	-1	3	14	-1	15	-10

item	Exocytosis inh	TWEAK-Fn14 inh	TROY signal inh	SRC2 inh	SRC3 inh
21	-3	-2	-2	-18	2
22	23	14	8	-7	10
23	-1	-2	-12	-9	23
24	-3	5	6	-13	26
25	0	18	11	-18	2
26	6	3	-14	-22	10
27	-4	-2	-6	11	9
28	0	-11	13	9	9
29	-1	0	-6	-3	6
30	0	10	6	5	8

(cont.)
item	SMILES	NOD2-RIPK2 inh	SRC1 inh	NR5A2 inv ag	ABHD5 PLIN5 PPI	NR2F2 inh	TLR9-MyD88 inh
31	CCOC(=O)CNC(=O)N1Cc2cc(-c3cccc(F)c3)ccc2-n2nncc2C1	-8	19	-9	20	3	x
32	COC(=O)C1=C(c2ccc(OC)c(OC)c2)C[C@@H]2CC[C@H]1N2C(=O)NCCCOC(C)C	5	-2	-4	-13	-1	0
33	O=c1cccc2n1CC1CC2CN(c2nc(N3CCCCC3)nc(N3CCCCC3)n2)C1 (stereo not drawn)	-9	-9	-14	-2	6	5
34	O=C(Nc1cccc(C(F)(F)F)c1)c1cccn(Cc2ccc3c(c2)OC(F)(F)O3)c1=O	2	3	-12	-3	-18	4
35	O=C1N=c2ccccc2=C/C1=C\c1c(O)[nH]c(=S)[nH]c1=O	-3	-4	2	-3	2	-10
36	CN1C2CCC1CC(OC(=O)c1cccc(O)c1)C2 (stereo not drawn)	-2	-3	-3	-3	13	-5
37	C=CCn1c(O)c(C(C)=NCc2cc(OC)cc(OC)c2)c(=O)[nH]c1=O	-8	39	55	-4	-6	0
38	COc1cccc(NC2=NCCCS2)c1	-3	0	-2	-7	7	-1
39	CN1C[C@@H]2C[C@@H](c3cccn3-c3ccccn3)N3CCC[C@@]23C1=O	-8	-1	10	3	-7	-5
40	COc1ccc2c(c1)C(NC(C)=O)CCc1cc(OC)c(OC)c(OC)c1-2 (stereo not drawn)	8	-2	34	-4	-79	-5

item	Exocytosis inh	TWEAK-Fn14 inh	TROY signal inh	SRC2 inh	SRC3 inh
31	2	-5	16	25	-10
32	-15	-7	-1	-28	9
33	1	-3	15	-1	-5
34	2	18	0	0	19
35	-2	14	8	2	5
36	-2	17	-13	2	10
37	-1	17	-4	26	36
38	-6	-2	-16	-28	8
39	0	4	9	7	10
40	-12	-24	6	19	11

Continuation.
item	SMILES	NOD2-RIPK2 inh	SRC1 inh	NR5A2 inv ag	ABHD5 PLIN5 PPI	NR2F2 inh	TLR9-MyD88 inh
41	c1ccc(CCc2ccc3n2Cc2cnnn2-c2ccccc2-3)cc1	-2	-6	7	-5	20	1
42	O=c1[nH]c2ccccc2n1C1CCN(C(CCc2ccccc2)c2nnnn2C2CCCC2)CC1 (stereo not drawn)	-7	35	16	-5	3	x
43	O=c1c2ccccc2nc(-c2ccccc2)n1-c1ccc(O)cc1	-12	5	-15	5	15	-10
44	NP(=O)(OCC(F)(F)F)Oc1cccc2ccccc12 (stereo not drawn)	3	5	6	3	-23	0
45	COC(=O)C1=C(c2ccc(OC)c(OC)c2)C[C@@H]2CC[C@H]1N2C(=O)N1CCC(C)CC1	2	-1	-4	8	11	-4
46	Cn1c(=O)cc(OCCCC(=O)N2CCC3(CC2)OCCO3)c2ccccc21	-3	-6	8	-4	-51	-7
47	COC(=O)C1=C(c2ccc(S(C)(=O)=O)cc2)C[C@@H]2CC[C@H]1N2C(=O)NCC1CC1	5	3	3	-7	-3	-7
48	CCN(CC)C(=O)c1ccc(NC(=O)COc2ccc(-c3nn(C)c(=O)c4ccccc34)cc2)cc1	-6	4	3	3	11	0
49	O=C1C=CC(=O)C=C1	6	-4	6	-7	-13	0
50	Fc1ccc(CNCCc2c[nH]c3ccccc23)cc1	-18	11	5	5	2	1
51	CC(C)CNC(=O)c1c(N)n(Cc2ccc3c(c2)OCO3)c2nc3ccccc3nc12	-10	-10	12	-30	9	-37
52	COc1ccc(-c2cc(=O)oc3c(C)c(OC(C)C(=O)N4C[C@H]5C[C@@H](C4)c4cccc(=O)n4C5)ccc23)cc1 (stereo partly drawn)	0	-2	21	-6	3	-1

item	Exocytosis inh	TWEAK-Fn14 inh	TROY signal inh	SRC2 inh	SRC3 inh
41	6	20	0	-10	3
42	9	51*	53*	14	38
43	-2	10	-19	10	-8
44	4	11	-2	-11	10
45	3	-13	-5	2	-20
46	-2	-5	1	-14	12
47	17	8	5	8	10
48	-6	14	39	0	7
49	5	1	3	-24	-13
50	14	7	-3	-5	-7
51	56*	27	63*	3	-7
52	2	-13	-4	13	-5

Profiles from above.
Listed for COc1ccc(-c2cc(=O)oc3c(C)c(OC(C)C(=O)N4C[C@H]5C[C@@H](C4)c4cccc(=O)n4C5)ccc23)cc1 (stereo partly drawn) → NOD2-RIPK2 inh = 0; SRC1 inh = -2; NR5A2 inv ag = 21; ABHD5 PLIN5 PPI = -6; NR2F2 inh = 3; TLR9-MyD88 inh = -1; Exocytosis inh = 2; TWEAK-Fn14 inh = -13; TROY signal inh = -4; SRC2 inh = 13; SRC3 inh = -5
Listed for COC(=O)C1=C(c2ccc(OC)c(OC)c2)C[C@@H]2CC[C@H]1N2C(=O)N1CCC(C)CC1 → NOD2-RIPK2 inh = 2; SRC1 inh = -1; NR5A2 inv ag = -4; ABHD5 PLIN5 PPI = 8; NR2F2 inh = 11; TLR9-MyD88 inh = -4; Exocytosis inh = 3; TWEAK-Fn14 inh = -13; TROY signal inh = -5; SRC2 inh = 2; SRC3 inh = -20

Some of the compounds tested (hit frequency here may not be typical).
